Source: PubChem BioAssay
BaF3 tox: counter-screen for JAK2V617F inhibitors: parental Ba/F3 viability inhibitors. CellTiter-Glo ATP luminescence. inhibition, % at 5.6 µM. 1.1% of 220,000 active;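 active means inhibition above a per-campaign cutoff, the mean inhibition of all tested compounds plus 3 SD, cut at about 27% in these data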;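 further: 0% = DMSO wells and 100% = JAK Inhibitor I control wells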
TRPML3 agonist: activates the human TRPML3 channel | 0.29% of 220,000 active | HEK293 TRPML3-YFP, Fluo-8 calcium fluorescence; 100% = the carbachol control signal | activation, % at 3 µM | Q8TDD5 | AID 1448;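 active means activation above its plate's cutoff, the mean activation of the plate's test wells plus 3 SD, cut at about 12% in these data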;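 further: 0% = DMSO only wells and 100% = carbachol wells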
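Test system: HEK293 cells stably carrying human TRPML3-YFP; Doses: single dose, 3 µM final nominal compound, 0.3% DMSO final; Schedule: dye loading 1 h 37 °C then 30 min ambient, 125 s read; Technique: Fluo-8 calcium fluorescence; Benchmarks: high control carbachol 87 µM, low control DMSO.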
EP2 mod: modulates human prostaglandin E2 receptor EP2 signaling; P43116; EP2-expressing cells, cAMP HTRF FRET, PGE2 co-stimulation; induction, % at 25 µM; 0.83% of 260,000 active; AID 940;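 active means compounds whose cAMP rise, as percent of the full-agonist control response, exceeds 60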;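 further: rat C6 glioma line stably carrying human EP2 under a CMV promoter; the protocol text gives 20 µM as final concentration; 100% = response of wells given 1 µM PGE2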
Target sequence (P43116 whole entry, looked up): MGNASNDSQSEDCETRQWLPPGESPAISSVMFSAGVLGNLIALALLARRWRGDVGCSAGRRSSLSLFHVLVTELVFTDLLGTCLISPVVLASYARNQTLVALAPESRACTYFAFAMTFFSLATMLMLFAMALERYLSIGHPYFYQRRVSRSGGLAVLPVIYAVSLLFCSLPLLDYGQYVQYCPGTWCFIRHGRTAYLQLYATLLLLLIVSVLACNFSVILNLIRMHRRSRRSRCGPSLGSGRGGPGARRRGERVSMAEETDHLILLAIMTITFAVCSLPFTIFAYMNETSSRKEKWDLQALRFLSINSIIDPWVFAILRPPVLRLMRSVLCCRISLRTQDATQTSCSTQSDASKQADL
S1P4 antag: blocks the human S1P4 receptor. O95977. S1P4-expressing cells, antagonist mode, reporter read-out. inhibition, % at 4.98 µM. 0.26% of 220,000 active. AID 1510; in the data active means inhibition above about 29%;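 further: 0% = wells stimulated with agonist and 100% = vehicle wells without agonist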
Target sequence (O95977 whole entry, looked up): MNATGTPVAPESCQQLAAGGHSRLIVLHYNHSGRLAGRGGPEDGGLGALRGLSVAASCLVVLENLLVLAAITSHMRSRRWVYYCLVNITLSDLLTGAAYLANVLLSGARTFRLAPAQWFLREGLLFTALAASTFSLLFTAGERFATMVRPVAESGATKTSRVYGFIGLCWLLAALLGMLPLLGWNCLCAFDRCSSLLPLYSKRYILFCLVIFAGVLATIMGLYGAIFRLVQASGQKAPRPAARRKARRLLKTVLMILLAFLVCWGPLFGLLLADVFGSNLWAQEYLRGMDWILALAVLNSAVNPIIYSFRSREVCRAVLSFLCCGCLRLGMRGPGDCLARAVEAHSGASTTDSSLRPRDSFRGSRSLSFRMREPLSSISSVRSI
m-calpain inh: calpain II (pig) inhibition | inhibition, % at 16 µM | purified calpain II, fluorogenic peptide substrate, 30 min | 0.37% of 220,000 active;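 active means inhibition above about 50%, limit read from the data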
S1P4 ag: agonists of human S1P4 receptor. O95977. activation, % at 4.98 µM. AID 1509. 0.35% of 220,000 active. S1P4-expressing cell line, agonist reporter assay; in the data active means activation above about 11%;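 further: 0% = DMSO vehicle and 100% = reference agonist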
PERK inhibitor: human PERK inhibition, primary cell-based screen | inhibition, % at 5.6 µM | CHO PERK-DD fusion, SEAP luminescence translation reporter | Q9NZJ5 | AID 1416 | 0.17% of 220,000 active;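 active means inhibition above the mean inhibition of all tested compounds plus 3 SD, set separately per screening campaign, cut at about 2.9% in these data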;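 further: PERK kinase domain activated by AP20187 dimerizer at 100 nM; 0% = DMSO with dimerizer and 100% = rapamycin at 8.4 µM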
Ba/F3 V617F tox: lowers viability of Ba/F3 cells expressing EpoR and JAK2V617F. ATP luminescence. inhibition, % at 5.6 µM. 1.1% of 220,000 active;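 active means inhibition above the campaign mean plus 3 SD over all tested compounds, cut at about 24% in these data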;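 further: cytokine-independent growth of Ba/F3 cells driven by EpoR plus mutant JAK2; 0% = DMSO-treated cells and 100% = JAK inhibitor I control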
TRPN1 ag: agonists of zebrafish TRPN1 channel; HEK293 zebrafish TRPN1-YFP, Fluo-8 calcium fluorescence; 100% = response to 87 µM carbachol; activation, % at 3 µM; 0.18% of 220,000 active;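 active means activation above its plate's cutoff, the mean activation of test wells on that plate plus 3 SD, cut at about 19% in these data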;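 further: 0% = DMSO alone and 100% = 87 µM carbachol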
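Control set: carbachol 87 µM as high control, DMSO as low control; system: HEK293 stable line with zebrafish TRPN1-YFP; read-out: % activation versus carbachol response; detection: intracellular calcium fluorescence with Fluo-8; doses: single test compound dose, 3 µM nominal, 0.3% DMSO; schedule: dye 1 h 37 °C plus 30 min RT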
An asterisk follows results filed as active; i = inactive; & = joins results of further samples.

SMILES	BaF3 tox	TRPML3 agonist	EP2 mod	S1P4 antag	m-calpain inh	S1P4 ag	PERK inhibitor	Ba/F3 V617F tox	TRPN1 ag
COc1ccccc1NC(=S)NCCc1c[nH]c2ccccc12	0	4.2	-51	5	0	-0.7	0.3	-2	-0.7
O=C(O)CCCNC(=O)/C(=C\c1ccc(Cl)cc1)NC(=O)c1ccccc1Br	4	0.2	19	-11	2	0.1	0.2	3	0.8
Cc1ccc(C(=O)CCC(=O)N2CCN(C(=O)c3ccco3)CC2)cc1	3	0.8	6	-9	-5	1.1	0.1	1	0.9
S=C(NCc1cccs1)Nc1cccc(Cl)c1	2	1.5	-17	0	8	-1.0	-0.5	3	6.3
CC1=C(C(=O)N2CCCC(CCC(=O)NCc3ccc(F)c(F)c3)C2)OCCO1 (stereo not given)	-2	0.7	-13	-10	12	0.1	0.0	-5	0.5
Cc1ccc2cc(CN(CCCO)S(=O)(=O)c3cccc4nsnc34)c(=O)[nH]c2c1C	6	0.9	5&-19	14	-13	-2.8	-0.9	3	2.3
O=C(NNC(=S)Nc1ccc(Cl)cc1)c1ccccc1OC(F)F	4	2.8	0	-8	-2	1.1	1.0	-2	3.7
CC(=O)Nc1ccc2oc(-c3ccccc3)nc2c1	2	0.2	-20	6	i	1.6	0.2	0	0.1
CCn1nc(C)c(/C=N/NC(=O)c2nc3nc(C)cc(C)n3n2)c1C	-2	0.7	8	8	-9	-0.7	0.3	-4	1.6
Cc1ccc(S(=O)(=O)Nc2ccc(O)c(Sc3ncn[nH]3)c2)cc1	12	0.8	-54&0	13	-14	0.1	0.3	-2	1.1
O=C(NNC(=O)c1ccccc1)C(=O)N1CCCCC1	4	-0.1	0&-6	0	-10	1.9	3.1*	-1	-1.6
Cc1nn(C)c(C)c1CN(C)S(=O)(=O)c1ccc2ccccc2c1	46*	4.0	7	-25	-5	1.4	-0.6	46*	9.7
CCOC(=O)Cn1c(=O)oc2cc(S(=O)(=O)N3CCn4c3nc3ccccc34)ccc21	2	0.9	-12	-14	-8	-1.6	0.1	0	0.6
CC(=O)c1ccc(OCC(O)Cn2nnc3ccccc32)cc1 (stereo not given)	-2	0.7	9	1	-32	-1.1	0.8	-6	0.5
CCN(CC)C(=O)COc1cc(C)c(Cl)c(C)c1	-1	-0.5	-27	-8	-11	-0.4	-0.1	0	-0.8
CCN(CC)C(=O)C1CCN(S(=O)(=O)c2ccc(-n3cnnn3)cc2)CC1	3	0.7	-18	-6	32	0.9	0.1	2	-0.2
CCN(CC)c1nc(C)c(C(=S)Nc2cc([N+](=O)[O-])ccc2Cl)s1	6	1.2	-22	1	14	-0.8	0.0	-1	2.2
O=C(N/C(=C\c1ccco1)C(=O)N1CCOCC1)c1ccco1	7	1.0	7	0	-6	-1.6	1.9	-2	-0.1
O=C1CC(Nc2ccc(N3CCOCC3)cc2)C(=O)N1CCc1ccccc1 (stereo not given)	4	1.0	-13	5	-12	1.9	-0.3	1	0.5
Cc1cccc(NC(=O)Cc2coc3ccc4ccccc4c23)n1	0	-1.1	1	6	3	0.8	-0.5	-3	0.1
CCC1CCCCN1C(=O)CNCC1CCCO1 (stereo not given)	5	0.9	11	2	-24	2.5	-0.5	0	1.5
O=C(NC1CCCCC1)c1c2c(nc3ccccc13)CCC2	5	-0.7	29	-20	-78	0.4	-0.1	2	-1.3
Fc1ccccc1C1CC(c2ccco2)=Nc2ccccc2S1 (stereo not given)	0	0.6	59	21	32	1.9	0.5	2	-1.0
COc1cc(/C=C/C(=O)O)cc(S(=O)(=O)N2CCc3ccccc3C2)c1OC	8	0.4	5	9	-13	2.0	0.5	1	0.5
O=C(Nc1cccnc1)C1CCN(S(=O)(=O)c2cccs2)CC1	6	0.6	-48	3	43	-0.5	0.7	1	0.1
O=S(=O)(Nc1cccnc1)c1cccc(C(F)(F)F)c1	3	0.2	1	16	8	0.1	1.9	-4	0.0
COc1ccccc1NC(=O)C1CCCN(S(=O)(=O)c2cnc[nH]2)C1 (stereo not given)	12	-0.2	12	-10	12	-0.1	0.8	-2	0.3
CCSc1nccc(-c2nn(-c3ccc(C)cc3)ccc2=O)n1	38*	0.0	-4	1	-176	-2.2	-0.9	31*	-1.1
CC(C)c1nnc(SCC(=O)NC(C)(C)C)n1C	1	0.9	-3	-15	12	0.5	2.0	-3	-0.2
O=C(CC(=O)NCc1cccnc1)NCc1cccnc1	4	0.8	27	-12	11	-0.7	0.5	0	1.0
OCCN(Cc1ccccc1)CC1CC=CCC1 (stereo not given)	5	0.3	35	-21	-15	1.6	-0.9	-1	-1.1
N#Cc1cc(-c2ccccc2)cnc1Sc1ccccc1	5	0.9	6	-2	12	0.2	1.3	-1	-0.1
Cc1ccc(-c2nnc(SCC#N)n2N)cc1	4	0.5	10	-1	-18	1.0	0.8	2	-0.4
CCNC(=S)NNC(=O)c1ccccn1	6	0.1	26	11	18	-0.1	1.1	3	1.3
O=C(O)C1CCCN(S(=O)(=O)c2ccc(Br)cc2)C1 (stereo not given)	3	0.7	20	0	-15	0.4	0.8	-3	-0.6
CC(=O)c1c(C)[nH]c(C(=O)OCc2ccc(Br)cc2)c1C	4	0.7	-62	2	16	-1.5	0.5	-2	1.6
O=C(NNc1nc2cc3c(cc2s1)OCO3)c1ccccc1	5	1.1	1	-8	15	0.5	0.1	2	-0.5
COc1cc(/C=C/C(=O)c2ccc(O)cc2)ccc1OCC#N	1	0.7	5	1	-1	1.3	0.8	1	0.7
CC(=O)Nc1cccc(/C(C)=N/NC(=O)c2ccc(Cl)cc2Cl)c1	6	-0.2	-25	-16	-2	0.3	0.4	-1	1.2
COC(=O)c1cc(NC(=O)Nc2ccccc2)ccc1Cl	2	5.6	-34	-2	-6	1.3	-0.1	-3	15

Nothing new here: an excerpt of the list.
SMILES	BaF3 tox	TRPML3 agonist	EP2 mod	S1P4 antag	m-calpain inh	S1P4 ag	PERK inhibitor	Ba/F3 V617F tox	TRPN1 ag
CCC1CCCCN1C(=O)CNCC1CCCO1 (stereo not given)	5	0.9	11	2	-24	2.5	-0.5	0	1.5
O=C(NC1CCCCC1)c1c2c(nc3ccccc13)CCC2	5	-0.7	29	-20	-78	0.4	-0.1	2	-1.3
Fc1ccccc1C1CC(c2ccco2)=Nc2ccccc2S1 (stereo not given)	0	0.6	59	21	32	1.9	0.5	2	-1.0
COc1cc(/C=C/C(=O)O)cc(S(=O)(=O)N2CCc3ccccc3C2)c1OC	8	0.4	5	9	-13	2.0	0.5	1	0.5
O=C(Nc1cccnc1)C1CCN(S(=O)(=O)c2cccs2)CC1	6	0.6	-48	3	43	-0.5	0.7	1	0.1
O=S(=O)(Nc1cccnc1)c1cccc(C(F)(F)F)c1	3	0.2	1	16	8	0.1	1.9	-4	0.0
COc1ccccc1NC(=O)C1CCCN(S(=O)(=O)c2cnc[nH]2)C1 (stereo not given)	12	-0.2	12	-10	12	-0.1	0.8	-2	0.3
CCSc1nccc(-c2nn(-c3ccc(C)cc3)ccc2=O)n1	38*	0.0	-4	1	-176	-2.2	-0.9	31*	-1.1
CC(C)c1nnc(SCC(=O)NC(C)(C)C)n1C	1	0.9	-3	-15	12	0.5	2.0	-3	-0.2
O=C(CC(=O)NCc1cccnc1)NCc1cccnc1	4	0.8	27	-12	11	-0.7	0.5	0	1.0
OCCN(Cc1ccccc1)CC1CC=CCC1 (stereo not given)	5	0.3	35	-21	-15	1.6	-0.9	-1	-1.1
N#Cc1cc(-c2ccccc2)cnc1Sc1ccccc1	5	0.9	6	-2	12	0.2	1.3	-1	-0.1
Cc1ccc(-c2nnc(SCC#N)n2N)cc1	4	0.5	10	-1	-18	1.0	0.8	2	-0.4
CCNC(=S)NNC(=O)c1ccccn1	6	0.1	26	11	18	-0.1	1.1	3	1.3

Continuation.
SMILES	BaF3 tox	TRPML3 agonist	EP2 mod	S1P4 antag	m-calpain inh	S1P4 ag	PERK inhibitor	Ba/F3 V617F tox	TRPN1 ag
O=C(COC(=O)c1ccccc1NC(=O)c1ccco1)Nc1ccc2c(c1)OC(F)(F)O2	-1	2.1	-1	8	-135	-2.4	0.9	-2	-0.2
COC(=O)c1sc(NC(=O)CSc2nncs2)c(C(=O)OC)c1C	3	0.5	7	2	-74	-0.7	0.0	-2	0.0
NC(=O)CC(c1ccccc1)c1ccco1 (stereo not given)	-2	0.0	-9	8	-22	0.1	0.6	-4	-1.3
COc1ccc(C(C)NC(=S)NC2CCCC2)cc1OC (stereo not given)	3	0.6	11	-3	-8	-1.4	1.0	-2	0.3
O=C(CCC1CCCCC1)Nc1c2c(nn1-c1ccc(F)cc1)CS(=O)C2 (stereo not given)	3	-1.2	0	3	11	-1.6	1.2	-2	-0.5
O=C1C2C(C(=O)N1c1ccncc1)C1C=CC2C12CC2 (stereo not given)	6	1.3	10	-19	-18	1.4	-1.6	0	0.3
Cc1cc(C)cc(NC(=O)CSc2nnc(-c3ccccc3)n2N)c1	1	-0.3	28	-10	-35	-0.5	-0.5	-2	-0.8
O=C(O)COc1ccccc1/C=N/NC(=O)c1cc2ccccc2cc1O	-1	0.7	-5	-7	-6	1.8	-0.4	-1	2.0
Cc1cc(OC(=O)c2cc(Cl)nc3ccccc23)ccc1Cl	4	0.9	31	2	-37	0.7	-0.3	1	-0.4
CC1CCCN(C(=O)C2CCN(CC3CC=CCC3)CC2)C1 (stereo not given)	5	0.5	-23&-41	1	18	0.2	0.1	2	-0.3
Cc1ccc(Oc2ccc3c(c2)C(=O)N(c2ccc(S(=O)(=O)Nc4nccs4)cc2)C3=O)cc1	7	0.0	15	-6	6	-1.2	0.5	2	-0.8
COc1ccc(S(=O)(=O)N2CCN(C(=O)NC3CCCCC3)CC2)cc1OC	-1	-0.4	19	-6	-12	0.2	-0.5	-3	-1.4

A different layout for some results above:
COc1ccc(C(C)NC(=S)NC2CCCC2)cc1OC (stereo not given)
- BaF3 tox = 3
- TRPML3 agonist = 0.6
- EP2 mod = 11
- S1P4 antag = -3
- m-calpain inh = -8
- S1P4 ag = -1.4
- PERK inhibitor = 1.0
- Ba/F3 V617F tox = -2
- TRPN1 ag = 0.3

O=C(CCC1CCCCC1)Nc1c2c(nn1-c1ccc(F)cc1)CS(=O)C2 (stereo not given)
- BaF3 tox = 3
- TRPML3 agonist = -1.2
- EP2 mod = 0
- S1P4 antag = 3
- m-calpain inh = 11
- S1P4 ag = -1.6
- PERK inhibitor = 1.2
- Ba/F3 V617F tox = -2
- TRPN1 ag = -0.5

Hits appear at their usual frequency; 3.6% or so of the library scored in one or more.
